TbREL1 primary = TbREL1 RNA ligase inhibitors, primary screen, biochemical, FRET fluorescence | TbREL1 RNA ligation | inhibition, % at 9.66 µM | AID 1117264, 2014 | 89,000 tested, 0.49% active | RNA-editing ligase 1, mitochondrial (Trypanosoma brucei brucei), P86926;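 active = inhibition above the mean inhibition across all screened compounds plus 3 SD, cut at about 11% in these data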;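 also: 0% = plate median of test wells and 100% = NSC42067 control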
Target sequence (P86926 whole entry, looked up): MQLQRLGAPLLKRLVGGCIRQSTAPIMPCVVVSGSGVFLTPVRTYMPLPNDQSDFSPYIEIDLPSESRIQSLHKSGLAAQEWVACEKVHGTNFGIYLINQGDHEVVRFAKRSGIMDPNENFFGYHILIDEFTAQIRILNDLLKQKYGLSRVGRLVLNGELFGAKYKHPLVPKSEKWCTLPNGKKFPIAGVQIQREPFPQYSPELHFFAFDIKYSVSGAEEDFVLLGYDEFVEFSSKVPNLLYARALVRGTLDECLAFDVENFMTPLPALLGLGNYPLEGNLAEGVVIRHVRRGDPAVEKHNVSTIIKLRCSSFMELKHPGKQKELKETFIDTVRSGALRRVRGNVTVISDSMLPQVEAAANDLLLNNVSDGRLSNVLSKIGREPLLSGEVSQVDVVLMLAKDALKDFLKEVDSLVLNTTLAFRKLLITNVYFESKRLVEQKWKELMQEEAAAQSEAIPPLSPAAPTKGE
* marks the source's active call; other numbers are inactive results.

entry	SMILES	TbREL1 primary
1	Cc1nc(SCC(=O)Nc2ccc(CN3CCCC3)cc2)c2c(C)c(C)sc2n1	2.7
2	N#CCSc1nnc(Nc2ccccc2)s1	1.4
3	CCCCc1c(C)nc(N2CCCC2)[nH]c1=O	2.5
4	O=C(Cc1ccccc1)Nc1ccc(CN2CCOCC2)cc1	3.3
5	Cc1cc(C)cc(C(=O)Nc2ccc(NC(=O)Cc3ccccc3)cc2)c1	-2.9
6	COc1ccc(CNC(=O)C2CCCN2S(=O)(=O)c2ccccc2)cc1 (configuration not stated)	0.1
7	COc1ccc(C)cc1NC(=O)CN1CCCN(S(=O)(=O)c2ccc(Br)cc2)CC1	1.4
8	COc1cccc(S(=O)(=O)Nc2ccc(C(=O)Nc3ccncc3)cc2)c1	6.2
9	Cc1nn(CC(C)C)c(=S)[nH]c1=O	-0.6
10	CC(=O)Nc1ccc(C(=O)NN2C(=O)c3ccccc3C2=O)cc1	2.2
11	CCOC(=O)C1=C(c2ccccc2)OC(N)=C(C#N)C1C1CCCCC1 (configuration not stated)	0.9
12	CCCN(CC(=O)Nc1ccc(C)cc1Br)CC(=O)Nc1ccc(F)c(F)c1F	1.8
13	Cc1cccc(N2CCN(C(=O)CCn3c(=S)[nH]c4cc5c(cc4c3=O)OCO5)CC2C)c1 (configuration not stated)	-1.5
14	O=C(/C=C(\Nc1cccc(OC(F)F)c1)c1ccccc1)c1ccccc1	1.5
15	O=C(Oc1ccc2c(c1)O/C(=C\c1ccncc1)C2=O)c1cccs1	1.2
16	CN1CCN(C(=O)/C(=C/c2cccc([N+](=O)[O-])c2)NC(=O)c2ccccc2)CC1	-0.1
17	CCN(C(=O)COC(=O)CNC(=O)c1cccs1)c1c(N)n(Cc2ccccc2)c(=O)[nH]c1=O	-4.2
18	O=C(Nc1ccc(F)cc1)Nc1c(-c2ccc(C(F)(F)F)cc2)nc2ncccn12	2.0
19	Cc1cnc(C(=O)Nc2ccc(F)c(F)c2)cn1	2.7
20	C=CCNc1ncnc2c1cnn2-c1ccc(Cl)cc1	-0.1
21	COC(=O)c1cccc(NC(=O)C2C3CCC(C3)C2C(=O)O)c1 (configuration not stated)	6.8
22	Cc1nnc(SCC(=O)Nc2nc(-c3ccccc3)cs2)n1N	-2.0
23	COc1ccc(NC(=O)C(c2cc3c(cc2[N+](=O)[O-])OCO3)N(C)c2ccccc2)cc1 (configuration not stated)	-0.5
24	CCN(CC)c1ccc2cc(-c3nnc(-c4ccncc4)o3)c(=O)oc2c1	0.3
25	COc1ccc(CNC(=O)C(c2ccc(O)cc2)N(Cc2ccco2)C(=O)c2snc(C(N)=O)c2N)cc1 (configuration not stated)	-3.6
26	COc1ccc(NC(=O)N2C[C@H]3CON(C)[C@H]3C[C@H]2c2ccc(N3CCCCC3)cc2)cc1	0.5
27	O=C(CN1CCCC1)NC1C2CC3CC(C2)CC1C3 (configuration not stated)	-0.4
28	Cn1c(N2CCCC2)nc2c1c(=O)n(Cc1ccc(Cl)cc1)c(=O)n2C	-5.6
29	O=C(OC(C(=O)NCc1ccco1)c1ccc(Cl)cc1)c1cccs1 (configuration not stated)	3.8
30	O=C(CN1CCN(S(=O)(=O)c2ccccc2)CC1)Nc1ccc(Cl)c(Cl)c1	4.3
31	CCN(CC)CCN(C(=O)CN1C(=O)CCC1=O)c1nc2cc3c(cc2s1)OCO3	-2.8
32	O=C(COc1coc(CN2CCc3ccccc3C2)cc1=O)N1CCOCC1	-0.6
33	COc1ccccc1OCC(=O)N/N=C/c1cccc2cccnc12	8.0
34	N#CC1=C(S)N(c2ccc(F)cc2)C(c2ccco2)NC1=O (configuration not stated)	4.2
35	CCOc1ccc(S(=O)(=O)N2CCC(C(=O)N3CCN(Cc4ccccc4)CC3)CC2)cc1	-2.8
36	CN1C2=CC=CC=CC2=[N+](C)C12C=CC(=[N+]([O-])[O-])C=C2[N+](=O)[O-] (configuration not stated)	1.9
37	COCC1CCN(C(=O)C2CCC(=O)N(C3CCCCCC3)C2)CC1 (configuration not stated)	-2.9
38	CCOC(=O)CSC(=S)NC(=O)c1ccc(OC)cc1	0.3
39	Cc1cc(NC(=O)COC(=O)C2CC(=O)N(c3ccccc3)C2)no1 (configuration not stated)	-1.0
40	Cc1ccc(Cl)cc1NC(=O)COC(=O)CN1C(=O)C2CCCCC2C1=O (configuration not stated)	1.2

Screen by screen, from the results shown.
Entries 22 to 33 in TbREL1 primary: -2.0, -0.5, 0.3, -3.6, 0.5, -0.4, -5.6, 3.8, 4.3, -2.8, -0.6, 8.0

Next compounds.
entry	SMILES	TbREL1 primary
41	Cc1cccc(NC(=O)c2cc[n+]([O-])cc2)c1C	3.3
42	C/C(=N/OCC(=O)Nc1ccc(C)cc1C)c1cccs1	1.1
43	CC1CCC/C(=C\Nc2ccccc2C(=O)O)C1=O (configuration not stated)	-1.5
44	CC(C)(C)NC(=O)C(c1ccc(OCC(N)=O)cc1)N(C(=O)c1cccnc1)C1CC1 (configuration not stated)	3.1
45	COCC(=O)N(Cc1ccccc1)c1ccccc1C(=O)Nc1cc(OC)ccc1OC	-0.4
46	COC(=O)[C@]1(C)CCC[C@@]2(C)C3CC[C@]4(OC(C)=O)C[C@@]3(CCC21)CC4=NO (some centres not stated)	-0.6
47	CCOC(=O)c1ccc2nc(C(F)(F)F)[nH]c(=O)c2c1	3.7
48	CC(=O)C1C(=O)C=C(c2cccs2)CC1c1ccccc1 (configuration not stated)	1.3
49	Cc1ccc(NC(=O)[C@@H]2CCCN2S(=O)(=O)c2ccccc2F)cc1S(=O)(=O)N1CCOCC1	-4.2
50	COc1ccc(-c2nnc3sc(COc4ccccc4)nn23)cc1	6.6
51	CC(C)(C)OC(=O)C[C@@H]1C/C=C\C[C@@H](CC(=O)NCCO)C(=O)NCCOC1=O	1.8
52	CC(=O)c1c(NC(=O)C(C)C)nc(C)nc1-c1ccccc1	-1.9
53	C#CCOC(=O)C(NC(=O)c1ccccc1)=C1CCCCC1	6.2
54	O=C(O)c1ccc(-c2ccccc2)[nH]1	-2.2
55	CC(=O)Oc1ccc2c(=O)c(/C=N/c3cc(=O)[nH]c(=S)[nH]3)coc2c1	-1.0
56	C[C@H]1CN([C@@H](C)CO)C(=O)CCCn2nncc2CO[C@@H]1CN(C)S(=O)(=O)c1ccc(-c2ccccc2)cc1	-1.8
57	CC1(C(=O)NS(=O)(=O)c2cccc(F)c2)CCN1C(=O)CCc1ccc(Cl)cc1Cl (configuration not stated)	-2.5

Structural class, the entries above with a halogen.
entry	SMILES	TbREL1 primary
7	COc1ccc(C)cc1NC(=O)CN1CCCN(S(=O)(=O)c2ccc(Br)cc2)CC1	1.4
12	CCCN(CC(=O)Nc1ccc(C)cc1Br)CC(=O)Nc1ccc(F)c(F)c1F	1.8
14	O=C(/C=C(\Nc1cccc(OC(F)F)c1)c1ccccc1)c1ccccc1	1.5
18	O=C(Nc1ccc(F)cc1)Nc1c(-c2ccc(C(F)(F)F)cc2)nc2ncccn12	2.0
19	Cc1cnc(C(=O)Nc2ccc(F)c(F)c2)cn1	2.7
20	C=CCNc1ncnc2c1cnn2-c1ccc(Cl)cc1	-0.1
28	Cn1c(N2CCCC2)nc2c1c(=O)n(Cc1ccc(Cl)cc1)c(=O)n2C	-5.6
29	O=C(OC(C(=O)NCc1ccco1)c1ccc(Cl)cc1)c1cccs1 (configuration not stated)	3.8
30	O=C(CN1CCN(S(=O)(=O)c2ccccc2)CC1)Nc1ccc(Cl)c(Cl)c1	4.3
34	N#CC1=C(S)N(c2ccc(F)cc2)C(c2ccco2)NC1=O (configuration not stated)	4.2
40	Cc1ccc(Cl)cc1NC(=O)COC(=O)CN1C(=O)C2CCCCC2C1=O (configuration not stated)	1.2
47	CCOC(=O)c1ccc2nc(C(F)(F)F)[nH]c(=O)c2c1	3.7
49	Cc1ccc(NC(=O)[C@@H]2CCCN2S(=O)(=O)c2ccccc2F)cc1S(=O)(=O)N1CCOCC1	-4.2
57	CC1(C(=O)NS(=O)(=O)c2cccc(F)c2)CCN1C(=O)CCc1ccc(Cl)cc1Cl (configuration not stated)	-2.5

Compound activity deposited in PubChem by The Scripps Research Institute Molecular Screening Center.

A portion of the library (hit frequency here may not be typical).
